AmpC detergent: blocks E. coli AmpC beta-lactamase in detergent assay; AmpC hydrolysis of nitrocefin, absorbance 480 nm, 0.01% Triton; actives 0.041% (n = 370,000); Potency, µM (doses to about 114 µM), for the others: at the top dose activity change, negative = inhibition, actives largely listed as inhibitors; P00811;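 note: potency is the fitted concentration of half-maximal effect; 0% = no-compound wells and -100% = no-enzyme wells; nearly all actives have a fitted effect of over 25% in size; some results filed as inactive show a strong effect at the top dose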
Target sequence (P00811 whole entry, looked up): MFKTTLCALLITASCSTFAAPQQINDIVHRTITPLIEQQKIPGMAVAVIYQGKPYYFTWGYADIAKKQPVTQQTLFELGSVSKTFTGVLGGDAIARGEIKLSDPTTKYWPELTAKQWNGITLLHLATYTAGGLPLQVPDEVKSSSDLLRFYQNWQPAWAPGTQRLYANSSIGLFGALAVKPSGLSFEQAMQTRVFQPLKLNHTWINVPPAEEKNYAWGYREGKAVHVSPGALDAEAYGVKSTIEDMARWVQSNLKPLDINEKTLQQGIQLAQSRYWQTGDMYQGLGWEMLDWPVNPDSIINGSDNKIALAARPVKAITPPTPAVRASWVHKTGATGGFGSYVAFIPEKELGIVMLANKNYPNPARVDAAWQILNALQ
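20 mM phosphate pH 7.0 + 0.01% (detergent screen) or 0.0001% Triton X-100; 5.3 nM AmpC reagent; cpd preinc 15 min RT; nitrocefin (800 uM stock) to start; A480 q20 s × 4 min; Activity was normalised to no-enzyme and no-compound control wells.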
Giardia FBPA inh: blocks Giardia fructose-bisphosphate aldolase activity; purified Giardia FBPA; actives 0.71% (n = 290,000); AID 2451; Potency, µM (top dose mostly 59.6 µM), for inactives: at the highest dose activity, negative = inhibition, hits mostly inhibitors; A8B2U2; note: potency is the fitted concentration of half-maximal effect; nearly all actives have a fitted effect of over 55% in size
Target sequence (A8B2U2 whole entry, looked up): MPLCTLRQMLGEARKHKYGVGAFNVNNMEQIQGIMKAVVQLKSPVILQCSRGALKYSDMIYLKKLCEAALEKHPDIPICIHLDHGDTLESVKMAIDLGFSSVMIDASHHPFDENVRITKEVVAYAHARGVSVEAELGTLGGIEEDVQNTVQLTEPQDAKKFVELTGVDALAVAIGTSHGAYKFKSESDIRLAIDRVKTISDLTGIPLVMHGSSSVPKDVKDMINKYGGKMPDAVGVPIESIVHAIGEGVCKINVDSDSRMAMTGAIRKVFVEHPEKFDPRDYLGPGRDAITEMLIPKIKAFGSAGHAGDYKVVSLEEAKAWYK
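Giardia FBPA (40 nM reagent) was preincubated 10 min at RT with compound (up to 57.5 uM final), then substrate plus GAPDH/TPI/NAD/arsenate coupling system with diaphorase/resazurin was added; resorufin fluorescence (525/598 nm) was read after 20 min.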
AmpC inh no detg: blocks E. coli AmpC beta-lactamase in detergent-free assay. actives 0.52% (n = 330,000). Potency, µM (titrated, usually from 57.1 µM), without a hit: at the highest dose activity change, negative = inhibition, most hits filed as inhibitors. AmpC nitrocefin hydrolysis, absorbance 480 nm, 0.0001% Triton;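 note: potency is the fitted concentration of half-maximal effect; plate controls were no compound for no effect and no enzyme for full effect; nearly all actives have a fitted effect of over 20% in size; some results filed as inactive show a strong effect at the top dose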
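20 mM phosphate pH 7.0 + 0.01% (detergent screen) or 0.0001% Triton X-100; 5.3 nM AmpC reagent; cpd preinc 15 min RT; nitrocefin (800 uM stock) to start; A480 q20 s × 4 min; Activity was normalised to no-enzyme and no-compound control wells.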
HCMV antiviral: inhibitors of human cytomegalovirus; HFF cells, HCMV-luciferase reporter, 72 h; hits give low values; activity change, negative = inhibition, % at 57.5 µM; actives 4.5% (n = 410,000); AID 1259415; in the data active = activity change below about -60%; inconclusive = no clear call, values can overlap the other calls; inactive = above about -39%
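Cell-based, HFFs, 1000 cells/well, 16 h 37C; cpds in DMSO + HCMV-luc, MOI 1 PFU/cell; 72 h 37C; OneGlo luminescence after 5 min RT; norm. to buffer vs Salinomycin 10uM.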
HCV inh: HCV inhibition | Huh7.5.1 HCVcc-Cre infection, luciferase reporter, 44 h | Potency, µM (titrated, usually from 41.8 µM), inactives show top-dose activity change, negative = inhibition, most hits filed as inhibitors | actives 3.4% (n = 340,000); note: potency is the fitted concentration of half-maximal effect
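HCVcc-Cre virus at an moi near 0.5 was added right after compound to cells cultured 4 h from seeding (1,000 cells/well). Luciferase activity was determined 44 h later, 15 min after substrate addition at RT.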
Sm TGR block: inhibitors of Schistosoma mansoni thioredoxin glutathione reductase | Potency, µM (top dose mostly 114 µM), for the others: at the top dose activity change, negative = inhibition, actives largely listed as inhibitors | actives 3% (n = 360,000) | purified TGR, DTNB reduction, TNB absorbance 405 nm; note: potency is the fitted concentration of half-maximal effect; nearly all actives have a fitted effect of over 60% in size
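Kinetic colorimetric format: TGR-catalysed, NADPH-driven DTNB reduction monitored via TNB absorbance. Enzyme dispensed at 20 nM; compound exposure 15 min at room temperature before reaction start.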
Starred values were filed as active, the others as inactive; ? = inconclusive; · = no result given; [ ] = another dose, or the depositor's remark. Unless noted, calls come from the whole dose curve; as a rule, active = well fitted curve in the direction sought with a large enough effect; inconclusive = small, poorly fitted or top-dose-only effect, or another doubt; inactive = no such curve, though single readings can be large; an effect the other way counts as inactive or inconclusive. Unless noted, % is set by controls: 0 for no effect and ±100 for the full control effect. The order is random; overall some 9.9% were active at least once.

The opening three entries (preview)
#1 NS(=O)(=O)c1cccc(NS(=O)(=O)c2cccc(C(F)(F)F)c2)c1
#2 CCOC(=O)c1c(CN2CCN(C)CC2)oc2ccc(OC)cc12
#3 CCOc1ccc(CNC(=O)CSc2nnc(C)c3c(C)n(-c4ccc(Cl)cc4)nc23)cc1
assay / compound	1	2	3
Giardia FBPA inh	-8%	-10%	·
AmpC inh no detg	-16%	-1%	·
AmpC detergent	4%	?	18%
HCV inh	2%	-3%	·
HCMV antiviral	2	21	-12
Sm TGR block	-8%	-2%	4%

Main list (from the top)
#1 NS(=O)(=O)c1cccc(NS(=O)(=O)c2cccc(C(F)(F)F)c2)c1
#2 CCOC(=O)c1c(CN2CCN(C)CC2)oc2ccc(OC)cc12
#3 CCOc1ccc(CNC(=O)CSc2nnc(C)c3c(C)n(-c4ccc(Cl)cc4)nc23)cc1
#4 CCN1C(=O)C(NC(C)=O)c2cc(OC)ccc21 (stereo unspecified)
#5 O=C(CSc1ccccc1)Nc1ccc2c(c1)OCO2
#6 COc1ccc(CCC(=O)NC2CC(=O)N(c3ccc(OC)cc3)C2)cc1 (stereo unspecified)
assay / compound	1	2	3	4	5	6
Giardia FBPA inh	-8%	-10%	·	-7%	17%	·
AmpC inh no detg	-16%	-1%	·	-16%	-24%	·
AmpC detergent	4%	?	18%	-17%	-6%	-4%
HCV inh	2%	-3%	·	11%	0%	·
HCMV antiviral	2	21	-12	-18	59	-8
Sm TGR block	-8%	-2%	4%	-33%	-15%	0%

#7 CNC(=O)c1c(NC(=O)C2=COCCO2)sc2c1CCC(C)C2 (stereo unspecified)
#8 COc1ccc(NC(=O)C2CC(c3ccccc3Cl)=NO2)cc1 (stereo unspecified)
#9 Cc1noc(C)c1NC(=O)N(C)C[C@@H]1Oc2c(NC(=O)c3ccncc3)cccc2C(=O)N([C@H](C)CO)C[C@@H]1C
#10 CCc1nnc(NC(=O)c2cccc(S(=O)(=O)N(C)c3ccccc3)c2)s1
#11 CN(Cc1cccs1)C(=O)c1cccc(S(=O)(=O)N2CCCCCC2)c1
#12 CCOc1cc(C=O)ccc1OCC(N)=O
assay / compound	7	8	9	10	11	12
Giardia FBPA inh	·	8%	·	0%	·	-2%
AmpC inh no detg	32%	-16%	-13%	-17%	-1%	-3%
AmpC detergent	-3%	2%	·	-12%	-4%	6%
HCV inh	·	7%	2%	17%	?	4%
HCMV antiviral	44	-12	-28	16	-10	-22
Sm TGR block	6%	4%	·	0%	1%	-34%

#13 Cn1c(C(C#N)C(=O)c2ccco2)nc2ccccc21 (stereo unspecified)
#14 CCCn1nnnc1SCC(=O)N1CCCC1
#15 COc1cc2ccccc2cc1C(=O)NC(=S)Nc1cccc(C(=O)O)c1
#16 CC(C)C(NC(=O)Nc1ccccc1)C(=O)Nc1cccc(S(=O)(=O)N(C)C)c1 (stereo unspecified)
#17 CCn1ccc(C(=O)Nc2ccsc2C(=O)OC)n1
#18 CCCCn1c(N)c(N(CCOC)C(=O)C2CCN(S(=O)(=O)c3ccc(Cl)cc3)CC2)c(=O)[nH]c1=O
assay / compound	13	14	15	16	17	18
Giardia FBPA inh	-24%	·	11%	9%	1%	·
AmpC inh no detg	-26%	-9%	-25%	-36%	19%	167%[activator]
AmpC detergent	?	1%	6%	-5%	5%	-1%
HCV inh	-1%	0%	21%	?	-22%	11%
HCMV antiviral	220	63	60	-30	-9	-70*
Sm TGR block	-13%	-8%	·	0%	9%	-1%

#19 N#Cc1c(C(F)(F)F)cc(-c2ccccc2)nc1SCCN1CCOCC1
#20 Nc1c(Br)cc([N+](=O)[O-])cc1[N+](=O)[O-]
#21 COc1ccc(S(N)(=O)=O)cc1C(N)=O
#22 O=C(OC(C(=O)NC1CCCCC1)c1ccccn1)c1cccs1 (stereo unspecified)
#23 CCOC(=O)c1cc2c(ccn2-c2ccc(F)cc2)n1CC(=O)N(CC)CC
#24 CCN(CC(=O)NCCc1ccc(S(N)(=O)=O)cc1)Cc1nc2cc(OC)c(OC)cc2c(=O)[nH]1
assay / compound	19	20	21	22	23	24
Giardia FBPA inh	0%	·	7%	5%	-14%	-13%
AmpC inh no detg	-12%	-11%	-17%	-13%	172%[activator]	-18%
AmpC detergent	-12%	-5%	0%	1%	2%	-10%
HCV inh	7.9µM*	3%	-3%	-9%	?	7%
HCMV antiviral	112	?	8	35	-31	10
Sm TGR block	0%	?	7%	23%	2%	-8%

#25 O=C(Cc1ccc([N+](=O)[O-])cc1)N1CCCc2ccccc21
#26 O=C(C[n+]1ccccc1)N/N=C/c1cccc(Cl)c1Cl
#27 COc1ccc(CNC(=O)CCn2c(=O)[nH]c3ccccc3c2=O)cc1
#28 CC(O)CNc1nc2sc3c(c2c(=O)n1Cc1ccco1)CCCCC3 (stereo unspecified)
#29 C#CCOCCOCCOCCNc1nc(N2CCN(C(=O)[C@H](CCC(=O)O)n3cc(C(N)CO)nn3)CC2)nc(N2CCN(C(=O)[C@H](CCCCN)n3cc(C(N)[C@H](C)CC)nn3)CC2)n1 (stereo partly specified)
#30 COc1cc(NS(=O)(=O)c2ccc(NC(=O)c3cccnc3)cc2)ncn1
assay / compound	25	26	27	28	29	30
Giardia FBPA inh	-6%	-4%	4%	-11%	1%	-19%
AmpC inh no detg	-16%	-10%	1%	98%[activator]	91%[activator]	-18%
AmpC detergent	-14%	-15%	-4%	4%	1%	3%
HCV inh	?	1%	7%	-17%	·	16%
HCMV antiviral	-4	107	?	35	·	11
Sm TGR block	0%	-1%	-9%	-15%	?	5%

The final 3 entries of the section above come first, to join the parts.
#28 CC(O)CNc1nc2sc3c(c2c(=O)n1Cc1ccco1)CCCCC3 (stereo unspecified)
#29 C#CCOCCOCCOCCNc1nc(N2CCN(C(=O)[C@H](CCC(=O)O)n3cc(C(N)CO)nn3)CC2)nc(N2CCN(C(=O)[C@H](CCCCN)n3cc(C(N)[C@H](C)CC)nn3)CC2)n1 (stereo partly specified)
#30 COc1cc(NS(=O)(=O)c2ccc(NC(=O)c3cccnc3)cc2)ncn1
#31 O=C1CSC(c2cn(-c3ccccc3)nc2-c2ccc3c(c2)OCCO3)N1CCN1CCOCC1 (stereo unspecified)
#32 Cn1c(=O)n(C)c2cc([N+](=O)[O-])c(N3CCN(C(=O)c4ccc(Cl)cc4)CC3)cc21
#33 Cn1c(O)c(C=NC2CCCCCC2)c(=O)[nH]c1=S
#34 COCCCNC(=S)N/N=C/c1ccc(OC)cc1
#35 CC(=O)N(c1ccccc1)C1CCCC1
#36 CCc1ncc(CN2CCCC(C(=O)Nc3ccc(-c4cscn4)cc3)C2)cn1 (stereo unspecified)
assay / compound	28	29	30	31	32	33	34	35	36
Giardia FBPA inh	-11%	1%	-19%	-6%	9%	5%	-3%	6%	·
AmpC inh no detg	98%[activator]	91%[activator]	-18%	252%[activator]	-8%	-31%	-23%	-17%	27%
AmpC detergent	4%	1%	3%	9%	-13%	9%	-6%	1%	-1%
HCV inh	-17%	·	16%	-17%	?	12%	-8%	14%	-3%
HCMV antiviral	35	·	11	-11	-21	-39	?	-1	58
Sm TGR block	-15%	?	5%	3%	2%	·	-31%	0%	-6%

#37 Cc1ccc(S(=O)(=O)c2ccccc2)cc1S(=O)(=O)N1CCOCC1
#38 COc1cc(-n2c(C)nc3cc(C(=O)N4CCOCC4)ccc32)cc(OC)c1OC
#39 O=C(CSc1nncn1-c1ccccc1)N1CCCC1
#40 CC(c1nnc(Sc2nnnn2-c2ccccc2)n1-c1ccc(F)cc1)N(C)C (stereo unspecified)
#41 CCN1CCN(CCCNC(=O)Cn2cc3c(n2)CCCC3)CC1
#42 Cc1ccccc1NC(=O)c1cnc2ccccn2c1=O
assay / compound	37	38	39	40	41	42
Giardia FBPA inh	-4%	6%	0%	-2%	5%	10%
AmpC inh no detg	-10%	-2%	-16%	-3%	57%	-10%
AmpC detergent	1%	-7%	-2%	-8%	?	5%
HCV inh	3%	17%	12%	-3%	12%	-13%
HCMV antiviral	-4	-17	-4	?	10	16
Sm TGR block	2%	1%	2%	16%	-10%	13%

#43 COCCNC(=O)C(c1ccc(F)cc1)N(C(=O)CCC(=O)Nc1ccccn1)c1cccc(C)c1 (stereo unspecified)
#44 CCOc1cc(NS(=O)(=O)c2ccc(Cl)cc2)c(OCC)cc1NC(=O)CC(C)C
#45 O=C(NC1CCCCC1)c1ccc(-n2cnnn2)cc1
#46 CCOC(=O)C(C(=O)OCC)C(C)C#CCN1CCCCC1 (stereo unspecified)
#47 COc1cccc(CN2CCNC(=O)C2CC(=O)N(Cc2cnn(C)c2)C(C)C)c1 (stereo unspecified)
#48 Cc1ccccc1NC(=O)Cn1c(CCC(=O)O)ccc1-c1cccs1
assay / compound	43	44	45	46	47	48
Giardia FBPA inh	10%	?	-13%	6%	-5%	8%
AmpC inh no detg	132%[activator]	18%	2%	1%	43%	-32%
AmpC detergent	-6%	-14%	6%	0%	11%	-2%
HCV inh	-20%	-16%	8%	14%	?	14%
HCMV antiviral	1	-25	-1	-11	-39	-17
Sm TGR block	0%	-11%	9%	22%	?	40µM*

Record cards, from the list above:
COc1cccc(CN2CCNC(=O)C2CC(=O)N(Cc2cnn(C)c2)C(C)C)c1 (stereo unspecified) reads Giardia FBPA inh: -5%; AmpC inh no detg: 43%; AmpC detergent: 11%; HCV inh: ?; HCMV antiviral: -39; Sm TGR block: ?
Cc1ccccc1NC(=O)Cn1c(CCC(=O)O)ccc1-c1cccs1 reads Giardia FBPA inh: 8%; AmpC inh no detg: -32%; AmpC detergent: -2%; HCV inh: 14%; HCMV antiviral: -17; Sm TGR block: 40µM*
CCOc1cc(NS(=O)(=O)c2ccc(Cl)cc2)c(OCC)cc1NC(=O)CC(C)C reads Giardia FBPA inh: ?; AmpC inh no detg: 18%; AmpC detergent: -14%; HCV inh: -16%; HCMV antiviral: -25; Sm TGR block: -11%

(further entries)
#49 COc1ccc(OC)c2nc(-c3ccncc3)ccc12
#50 OC(c1ccccc1)C(CN1CCOCC1)c1ccccc1 (stereo unspecified)
#51 NC1=NC(=O)/C(=C/c2cccc(-c3ccc(S(N)(=O)=O)cc3)c2)S1
#52 Cc1cc(C)c(C(=O)NCCCN2CCOCC2)c(C)c1
#53 O=S(=O)(NC1CC1)c1ccc(Cl)cc1F
#54 COCCNC(=O)c1ccc2snnc2c1
#55 COc1ccc(CCNC(=O)C2CCC(=O)N(CC3CCCCC3)C2)cc1 (stereo unspecified)
assay / compound	49	50	51	52	53	54	55
Giardia FBPA inh	6%	-3%	-1%	-4%	-2%	0%	9%
AmpC inh no detg	-3%	-8%	-58%	-10%	-5%	-20%	100%[activator]
AmpC detergent	-16%	5%	-2%	?	-10%	1%	2%
HCV inh	?	13µM*	2%	9%	9%	7%	-10%
HCMV antiviral	15	-29	2	23	-34	26	7
Sm TGR block	0%	0%	10µM*	9%	-5%	7%	-7%

Bioassay records: PubChem BioAssay, National Center for Advancing Translational Sciences (NCATS)
